IDH1 R132H inh: inhibitors of IDH1 R132H reductase, primary screen, biochemical, plate reader, single point | Isocitrate dehydrogenase [NADP] cytoplasmic (Homo sapiens), O75874 | diaphorase/resazurin fluorescence, 60 min | inhibition, % at 10 µM | actives 0.18% (n = 70,000) | AID 624101, 2012; in the data active means inhibition above about 34%;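 further: 0% = DMSO and 100% = no enzyme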
PRC2 inh: EZH2/PRC2 methyltransferase inhibitors, primary screen, biochemical, DELFIA time-resolved fluorescence, single point | AID 651548, 2012 | actives 0.35% (n = 57,000) | inhibition, % at 12.5 µM | PRC2 H3K27 methylation, DELFIA TRF, 1 h | Histone-lysine N-methyltransferase EZH2 (Homo sapiens), Q15910;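 active means mean inhibition of replicates at least 50% and every single replicate also reaching 50%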;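 further: dimethyl H3K27 on biotinylated H3 21-44 peptide detected by antibody; plate controls were median neutral control wells for no effect and median positive control wells for full effect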
Target sequence (Q15910 whole entry, looked up): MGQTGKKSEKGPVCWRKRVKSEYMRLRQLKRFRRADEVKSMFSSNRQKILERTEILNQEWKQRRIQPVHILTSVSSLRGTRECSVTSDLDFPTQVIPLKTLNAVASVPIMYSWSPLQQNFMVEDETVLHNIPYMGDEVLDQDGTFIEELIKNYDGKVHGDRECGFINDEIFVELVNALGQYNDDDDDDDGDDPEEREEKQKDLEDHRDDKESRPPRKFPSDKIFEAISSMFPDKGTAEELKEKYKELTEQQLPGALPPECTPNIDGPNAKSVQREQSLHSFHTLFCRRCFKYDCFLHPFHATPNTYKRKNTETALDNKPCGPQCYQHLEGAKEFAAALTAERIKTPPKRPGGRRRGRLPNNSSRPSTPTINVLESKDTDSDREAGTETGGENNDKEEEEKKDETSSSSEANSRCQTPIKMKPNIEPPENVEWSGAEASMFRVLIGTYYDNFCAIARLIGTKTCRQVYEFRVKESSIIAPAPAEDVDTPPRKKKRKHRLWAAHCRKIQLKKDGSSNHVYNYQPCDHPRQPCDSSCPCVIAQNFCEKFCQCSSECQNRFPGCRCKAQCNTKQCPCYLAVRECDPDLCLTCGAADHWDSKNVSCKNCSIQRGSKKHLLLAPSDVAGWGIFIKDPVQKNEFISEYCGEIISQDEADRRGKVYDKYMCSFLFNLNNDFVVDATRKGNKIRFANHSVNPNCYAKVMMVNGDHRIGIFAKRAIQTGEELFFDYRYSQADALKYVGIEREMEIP
Numbers without * were called inactive; . = not tested or not shown. A portion of the library (hit frequency here may not be typical).

SMILES	IDH1 R132H inh	PRC2 inh
CN(C)C(=O)C[C@H]1C[C@H]2c3cc(NC(=O)Nc4ccccc4F)ccc3O[C@H]2[C@@H](CO)O1	-2.7	0
COc1ccc(S(=O)(=O)Nc2ccc3c(c2)C(=O)N([C@H](C)CO)C[C@@H](C)[C@@H](CN(C)Cc2ccc4c(c2)OCO4)OCCCC[C@@H](C)O3)cc1	-0.2	.
C[C@@H]1CN([C@@H](C)CO)C(=O)c2cc(NC(=O)c3ccccc3)ccc2O[C@@H](C)CCCCO[C@H]1CN(C)C(=O)NC1CCCCC1	1.4	.
C[C@H](CO)N1C[C@H](C)[C@H](CN(C)S(=O)(=O)c2cn(C)cn2)Oc2cc(C#Cc3ccc(F)cc3)ccc2S1(=O)=O	-0.8	.
C[C@@H]1CN([C@H](C)CO)C(=O)Cc2cc(NC(=O)NC3CCCCC3)ccc2O[C@@H]1CN(C)C(=O)Nc1ccc(F)cc1	2.6	.
COc1ccc(C#Cc2cnc3c(c2)C(=O)N([C@H](C)CO)C[C@H](C)[C@H](CN(C)C(=O)CC2CC2)O3)cc1	-0.2	6
COc1ccc(CN(C)C[C@H]2Oc3c(NS(=O)(=O)c4cn(C)cn4)cccc3C(=O)N([C@@H](C)CO)C[C@@H]2C)cc1	-0.2	4
C[C@H]1CN([C@@H](C)CO)C(=O)c2cc(NC(=O)CCCCCC(=O)Nc3ccccc3N)ccc2O[C@@H]1CN(C)S(=O)(=O)c1ccccc1	.	-2
C[C@@H]1CN([C@@H](C)CO)C(=O)c2cc(N(C)C)ccc2O[C@@H]1CN(C)C(=O)Nc1ccccc1	-0.3	.
C[C@@H](O)C#Cc1ccc2c(c1)O[C@H](CN(C)C(=O)Cc1ccccn1)[C@@H](C)CN([C@@H](C)CO)S2(=O)=O	.	-5
Cc1ccc(S(=O)(=O)N(C)C[C@H]2OCCCC[C@@H](C)Oc3ccc(NC(=O)CCCN(C)C)cc3C(=O)N([C@@H](C)CO)C[C@H]2C)cc1	-9.4	.
COc1ccc(NC(=O)c2ccc(N(C)S(=O)(=O)c3ccc(OC)c(OC)c3)cc2)c(OC)c1	-0.4	8
O=C1O[C@@H](c2ccccc2)[C@@H](c2ccccc2)N2[C@@H](c3ccc(OCCO)cc3)[C@]3(C(=O)Nc4ccc(C#CC5(O)CCCCCC5)cc43)[C@@H](C(=O)NC[C@H](O)c3ccccc3)[C@H]12	.	-27
CO[C@H]1CN(C)C(=O)c2cc(NC(=O)Nc3c(C)noc3C)ccc2OC[C@@H](C)N(CC2CC2)C[C@@H]1C	0.2	-4
Cc1cc(C)c(S(=O)(=O)NCCN2CCN(S(=O)(=O)c3c(C)cc(C)cc3C)CC2)c(C)c1	1.7	23
COc1cc(C[C@H]2C(=O)OC[C@@H]2Cc2ccc(OC)c(OC)c2)ccc1O	-0.3	4
COc1ccc(C)cc1S(=O)(=O)N(C)CC(=O)Nc1ccc(F)cc1	0.1	3
COc1ccc(S(=O)(=O)Nc2ccc3c(c2)[C@H]2C[C@@H](CC(=O)N(C)C)O[C@@H](CO)[C@H]2O3)cc1	0.0	3
O=C(N[C@@H]1CC[C@@H](CCn2cc(C3(O)CCCC3)nn2)O[C@@H]1CO)C1CCC1	0.5	-3
O=C(NO)c1cccc(C(=O)N/N=C/c2ccccc2)c1	-0.1	17
CC(O)(C(=O)Nc1ccc(S(=O)(=O)c2ccccc2)cc1)C(F)(F)F (centres undefined)	-0.1	.
O=C(C[C@H]1CC[C@@H](NC(=O)Nc2cc(F)ccc2F)[C@H](CO)O1)Nc1ccc(-c2ccccc2)cc1	-0.4	20
COCC(=O)N1C[C@H](C)[C@@H](OC)CN(C)C(=O)c2ccc(NC(=O)Nc3ccccc3)cc2OC[C@H]1C	0.1	3
C[C@@H]1CN([C@H](C)CO)C(=O)c2cc(NC(=O)c3ccccc3)ccc2O[C@@H](C)CCCCO[C@H]1CN(C)S(=O)(=O)c1cccs1	0.3	.
Cc1noc(C)c1NC(=O)Nc1ccc2c(c1)C(=O)N([C@@H](C)CO)C[C@H](C)[C@H](CN(C)Cc1ccccc1)OCCCC[C@H](C)O2	0.0	.

Part of the list above, set out differently:
Results follow in this order: IDH1 R132H inh, PRC2 inh
C[C@@H]1CN([C@H](C)CO)C(=O)c2cc(NC(=O)c3ccccc3)ccc2O[C@@H](C)CCCCO[C@H]1CN(C)S(=O)(=O)c1cccs1
  0.3, .
Cc1noc(C)c1NC(=O)Nc1ccc2c(c1)C(=O)N([C@@H](C)CO)C[C@H](C)[C@H](CN(C)Cc1ccccc1)OCCCC[C@H](C)O2
  0.0, .

(next part)
SMILES	IDH1 R132H inh	PRC2 inh
Cc1cccc(S(=O)(=O)N(C)C[C@@H]2OCc3ccccc3-c3c(n(C)c4ccccc34)C(=O)N([C@@H](C)CO)C[C@@H]2C)c1	-1.1	-33
C[C@@H]1CN([C@@H](C)CO)C(=O)Cc2cc(NC(=O)CCC(F)(F)F)ccc2O[C@H]1CN(C)Cc1ccc2c(c1)OCO2	3.2	-4
C[C@H]1CN([C@@H](C)CO)C(=O)c2cc(C3=CCCCC3)cnc2O[C@@H]1CN(C)C(=O)NC1CCCC1	-1.6	1
C[C@H]1CCCCO[C@H](CN(C)C(=O)Nc2ccc(C(F)(F)F)cc2)[C@@H](C)CN([C@@H](C)CO)C(=O)c2cc(N(C)C)ccc2O1	.	-23
O=C(CCCCCC(=O)N/N=C/C=C/c1ccccc1)NO	0.3	11
CO[C@H]1CN(C)C(=O)c2cc(NC(=O)Nc3ccc(Cl)c(Cl)c3)ccc2OC[C@H](C)NC[C@H]1C	.	-46
COc1ccc(N(CC(=O)Nc2ccc(Cl)c(Cl)c2)S(C)(=O)=O)cc1OC	3.9	-20
C[C@@H]1CN([C@@H](C)CO)S(=O)(=O)c2ccc(-c3ccccc3)cc2O[C@H]1CN(C)Cc1cncnc1	0.4	.
CO[C@@H](CN(C)C(=O)c1ccc2c(c1)OCO2)[C@H](C)CN([C@@H](C)CO)S(=O)(=O)c1ccccc1	-0.4	5
CCO[C@H]1OC(C(=O)NC2CC2)=C[C@@H](C2CCCCC2)[C@@H]1CCCO	.	-3
CS(=O)(=O)N(CC(=O)Nc1c(F)cccc1F)c1cc(Cl)c(Cl)cc1Cl	-0.2	-22
CS(=O)(=O)N(CC(=O)O)c1cc(Cl)c(Cl)cc1Cl	0.0	-6
N#C/C(=C(/N)Sc1ccc(N)cc1)c1ccccc1C(F)(F)F	-0.8	-4
CCC(=O)N(C)C[C@@H]1Oc2cc(C#CC(C)C)ccc2S(=O)(=O)N([C@H](C)CO)C[C@@H]1C	0.2	-6
CO[C@@H]1CN(C)C(=O)c2ccc(NS(=O)(=O)c3cccc(C)c3)cc2OC[C@H](C)NC[C@H]1C	0.6	5
COc1ccc(Cl)cc1NC(=O)Cc1coc2ccc3ccccc3c12	0.3	32
COc1ccc(Cl)cc1NC(=O)c1ccccc1N(Cc1ccccc1)S(C)(=O)=O	0.0	-1
Cc1noc(C)c1S(=O)(=O)Nc1ccc2c(c1)CC(=O)N([C@H](C)CO)C[C@H](C)[C@@H](CN(C)Cc1ccc(C(=O)Nc3ccccc3N)cc1)O2	-1.2	.
C[C@@H]1CN([C@@H](C)CO)C(=O)Cc2cc(NC(=O)CCCCCC(=O)Nc3ccccc3N)ccc2O[C@@H]1CN(C)S(=O)(=O)c1ccc(F)cc1	.	-16
CNC[C@H]1Oc2ccc(N(C)C)cc2C(=O)N([C@H](C)CO)C[C@@H]1C	1.8	6
O=C(C[C@@H]1C[C@@H]2c3cc(NC(=O)C4CCC4)ccc3O[C@@H]2[C@H](CO)O1)NC1CCCC1	-0.4	-3
Cc1nn(Cc2ccc(C(=O)NC3CCCCC3)o2)c(C)c1Br	0.7	.
CSc1nnc(CNC(=O)OC(C)(C)C)n1C	-0.9	49
Cc1ccc(-c2csc3ncnc(SCC(=O)Nc4ccccc4C(C)C)c23)cc1	1.6	.
CNC[C@H]1OCCCC[C@@H](C)Oc2ccc(NC(=O)CCC(F)(F)F)cc2C(=O)N([C@H](C)CO)C[C@@H]1C	0.8	2

More structures:
SMILES	IDH1 R132H inh	PRC2 inh
COc1ccccc1CNC(=O)c1ccccc1N(C)S(C)(=O)=O	-0.2	12
C[C@@H]1CN([C@H](C)CO)C(=O)c2cc(NC(=O)Cc3ccccc3)ccc2O[C@@H]1CN(C)C(=O)Nc1ccccc1	-5.3	-5
CCCC(=O)Nc1ccc2c(c1)OC[C@H](C)N(CCC)C[C@H](C)[C@H](OC)CN(C)C2=O	0.2	1
C[C@@H]1CN([C@H](C)CO)C(=O)c2cc(C#CC3CC3)cnc2O[C@@H]1CN(C)S(=O)(=O)c1cccc(F)c1	-2.5	11
O=C(C[C@@H]1C=C[C@H](NC(=O)Nc2ccc3c(c2)OCO3)[C@@H](CO)O1)NCc1ccccc1	0.2	-3
O=C(CSc1nnc(-c2ccccc2)n1C1CCCCC1)Nc1ccccc1	4.0	.
CO[C@H]1CN(C)C(=O)c2ccc(NC(=O)c3cc(C)on3)cc2OC[C@@H](C)N(CC2CC2)C[C@H]1C	0.1	-4
C[C@H]1CN([C@@H](C)CO)C(=O)c2cc(-c3ccc(F)cc3)cnc2O[C@H]1CN(C)Cc1ccc(C(=O)O)cc1	0.2	-7
COc1ccccc1NC(=O)C1=C(C)NC(=S)NC1c1ccccc1OCC(=O)O (centres undefined)	-0.1	18
C[C@@H]1CN([C@H](C)CO)C(=O)c2cc(NS(C)(=O)=O)ccc2O[C@@H](C)CCCCO[C@H]1CN(C)C(=O)Nc1ccccc1	3.9	.
COc1ccc(S(=O)(=O)N(C)C[C@@H]2Oc3c(NC(=O)Nc4ccccc4)cccc3C(=O)N([C@@H](C)CO)C[C@@H]2C)cc1	-5.2	.
C[C@H](CO)N1C[C@H](C)[C@@H](CN(C)CC2CCOCC2)Oc2ncc(C#Cc3ccncc3)cc2C1=O	5.6	.
Cc1ccc(NC(=O)CSCC(N)=O)cc1C	-0.3	1
COc1cccc(CN(C)C[C@@H]2OCc3cn(nn3)CCCC(=O)N([C@H](C)CO)C[C@@H]2C)c1	.	5
O=C(C[C@@H]1CC[C@H](NC(=O)NC2CCCCC2)[C@H](CO)O1)NCc1ccc(Cl)cc1	0.2	-1
C[C@H]1CN([C@@H](C)CO)C(=O)c2cc(NC(=O)NC3CCCCC3)ccc2O[C@H]1CN(C)Cc1ccccc1	-1.5	3
C[C@@H]1CCCCO[C@@H](CN(C)C(=O)Nc2ccc(C(F)(F)F)cc2)[C@@H](C)CN([C@H](C)CO)C(=O)c2cc(NC(=O)NC3CCCCC3)ccc2O1	-2.3	.
COc1ccc(S(=O)(=O)N(C)C[C@H]2Oc3ccc(NC(=O)CCCCCC(=O)Nc4ccccc4N)cc3C(=O)N([C@@H](C)CO)C[C@H]2C)cc1	0.0	-9
C[C@H](CO)N1C[C@H](C)[C@H](CN(C)C(=O)Nc2ccc3c(c2)OCO3)Oc2ccc(NS(C)(=O)=O)cc2C1=O	2.0	.
C[C@H]1CN([C@@H](C)CO)C(=O)c2cccc(NS(=O)(=O)c3cccs3)c2O[C@@H]1CN(C)Cc1ccc(C(F)(F)F)cc1	0.9	0
CCCc1cn(CC[C@H]2CC[C@H](NC(=O)C3CCCC3)[C@H](CO)O2)nn1	-0.7	5
Cc1ccccc1CN(C)C[C@H]1OCc2cnnn2CCCC(=O)N([C@@H](C)CO)C[C@H]1C	-1.7	-1
CO[C@H]1CN(C)C(=O)c2ccc(NS(=O)(=O)c3cn(C)cn3)cc2OC[C@@H](C)N(Cc2cccc(F)c2)C[C@H]1C	-0.1	-2
Cn1c(=O)n(CC(=O)Nc2cccnc2)c2ccccc21	-0.3	-11
NCCNS(=O)(=O)c1cccc2c(Cl)cccc12	0.2	-23

The list goes on.
SMILES	IDH1 R132H inh	PRC2 inh
COc1ccccc1S(=O)(=O)N(C)C[C@@H]1OCc2ccccc2-c2ccccc2C(=O)N([C@@H](C)CO)C[C@@H]1C	.	-3
C[C@@H]1CN([C@H](C)CO)S(=O)(=O)c2ccc(-c3ccncc3)cc2O[C@H]1CN(C)Cc1cccnc1	.	12
Cc1nc(C)c(Oc2ccc(Cl)cc2Cl)c(N2CCCCC2)n1	-0.5	-29
CC(=O)c1ccc(NC(=O)CN(c2c(C)cccc2C)S(C)(=O)=O)cc1	0.3	-10
O=C(Nc1ccccc1F)N[C@H]1CC[C@@H](CCNS(=O)(=O)c2ccc(F)cc2)O[C@H]1CO	-0.3	-3
O=C(Nc1ccc2c(c1)[C@@H]1C[C@H](CC(=O)N3CCc4ccccc4C3)O[C@H](CO)[C@@H]1O2)c1ccc2c(c1)OCO2	-0.2	-4
CO[C@@H]1CN(C)C(=O)c2ccc(NC(=O)c3cnccn3)cc2OC[C@@H](C)N(C(C)=O)C[C@@H]1C	-0.1	-5

Grouped by structure, the compounds so far with a Cl atom.
SMILES	IDH1 R132H inh	PRC2 inh
CO[C@H]1CN(C)C(=O)c2cc(NC(=O)Nc3ccc(Cl)c(Cl)c3)ccc2OC[C@H](C)NC[C@H]1C	.	-46
COc1ccc(N(CC(=O)Nc2ccc(Cl)c(Cl)c2)S(C)(=O)=O)cc1OC	3.9	-20
CS(=O)(=O)N(CC(=O)Nc1c(F)cccc1F)c1cc(Cl)c(Cl)cc1Cl	-0.2	-22
CS(=O)(=O)N(CC(=O)O)c1cc(Cl)c(Cl)cc1Cl	0.0	-6
COc1ccc(Cl)cc1NC(=O)Cc1coc2ccc3ccccc3c12	0.3	32
COc1ccc(Cl)cc1NC(=O)c1ccccc1N(Cc1ccccc1)S(C)(=O)=O	0.0	-1
O=C(C[C@@H]1CC[C@H](NC(=O)NC2CCCCC2)[C@H](CO)O1)NCc1ccc(Cl)cc1	0.2	-1
NCCNS(=O)(=O)c1cccc2c(Cl)cccc12	0.2	-23
Cc1nc(C)c(Oc2ccc(Cl)cc2Cl)c(N2CCCCC2)n1	-0.5	-29

Source: PubChem (Broad Institute)
